# Compound activity (PubChem BioAssay)
# ssDAF-12 act: S. stercoralis DAF-12 nuclear receptor activators, primary screen, cell-based, luminescence, HEK293, GRIP1 co-expression, lit1-tk-luc | Nuclear hormone receptor DAF-12 (Strongyloides stercoralis) | HEK293 ssDAF-12/GRIP1 lit1-tk-luc reporter; % of 3 µM dafachronic acid response | activation, % at 6.8 µM | 370,000 tested, 1% active | AID 652126, 2013;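 active means activation above the mean over all tested compounds plus 3 SD, cut at about 0.9% in these data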;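 further: 0% = DMSO-only wells and 100% = 3 µM delta7-dafachronic acid wells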
# hcDAF-12 act: H. contortus DAF-12 nuclear receptor activators, primary screen, cell-based, luminescence, HEK293, lit1-tk-luc reporter; HEK293 hcDAF-12 lit1-tk-luc reporter; 0% DMSO, 100% Δ7-dafachronic acid; activation, % at 6.8 µM; 370,000 tested, 1.4% active; AID 652067, 2013;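 active means activation above the mean of all tested compounds plus 3 SD, cut at about 5.5% in these data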;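 further: 100% = response to 3 µM Δ7-dafachronic acid high control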
# MBD2 DNA inh: inhibitors of MBD2 binding to methylated DNA, primary screen, biochemical, TR-FRET, DNA-binding domain, human; Methyl-CpG-binding domain protein 2 (Homo sapiens), Q9UBB5; MBD2 binding to methylated oligonucleotide; inhibition, % at 4.4 µM; 370,000 tested, 0.31% active; in the data active means inhibition above about 13%
# hgDAF12 agonist: H. glycines DAF-12 receptor agonists, primary screen, cell-based, luminescence, HEK293, GAL4 fusion, UAS-luciferase; Nuclear hormone receptor DAF-12 (Heterodera glycines), GAL4 fusion; activation, % at 6.8 µM; 370,000 tested, 1.8% active; HEK293 GAL4-hgDAF12 UAS-luciferase reporter, agonist luminescence; normalized to butyrate control; AID 687014, 2013;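 active means activation above a cutoff set at the mean of all screened compounds plus 3 SD, cut at about 10% in these data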;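 further: 0% = DMSO wells and 100% = sodium butyrate wells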
# DAX1 inh-1: DAX1 (NR0B1) inhibitors on StAR promoter, primary screen, cell-based, luminescence, SF-1 (NR5A1), full-length DAX-1; HEK293T StAR-luciferase reporter, SF-1/DAX-1 repression relief; inhibition, % at 6.8 µM; 370,000 tested, 1.1% active; AID 652010, 2013;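 active means inhibition above the mean over all tested compounds plus 3 SD, cut at about 3.6% in these data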;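 further: 0% = DAX-1 cells with DMSO and 100% = cells lacking DAX-1 with DMSO; higher inhibition means more luminescence from relief of DAX-1 repression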
# Rev-erbA mod: modulators of Rev-erb alpha DNA binding, primary screen, biochemical, FITC-DNA, fluorescence polarization, uHTS. Nuclear receptor subfamily 1 group D member 1 (Homo sapiens), P20393. Rev-erbα–FITC-DNA binding, 90 min. activity, % at 10 µM. 370,000 tested, 0.79% active. AID 1259318, 2017;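 active means activity above about 14%, limit read from the data; passing the limit was not always enough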;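 further: 0% = DMSO wells with 35 nM protein and 100% = DMSO wells with 750 nM protein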
# ADAM17 inh: ADAM17 inhibitors, primary screen, biochemical, QFRET; Disintegrin and metalloproteinase domain-containing protein 17 (Homo sapiens), P78536; recombinant ADAM17, EDANS/DABCYL FRET peptide cleavage; inhibition, % at 6.95 µM; 370,000 tested, 0.83% active; AID 720648, 2013;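 active means inhibition above the mean of compounds lying between control limits plus 3 SD, set per campaign, cut at about 8.5% in these data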;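 further: 0% = DMSO-only wells as the low control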
# Target sequence (P78536 215-824 limits assumed): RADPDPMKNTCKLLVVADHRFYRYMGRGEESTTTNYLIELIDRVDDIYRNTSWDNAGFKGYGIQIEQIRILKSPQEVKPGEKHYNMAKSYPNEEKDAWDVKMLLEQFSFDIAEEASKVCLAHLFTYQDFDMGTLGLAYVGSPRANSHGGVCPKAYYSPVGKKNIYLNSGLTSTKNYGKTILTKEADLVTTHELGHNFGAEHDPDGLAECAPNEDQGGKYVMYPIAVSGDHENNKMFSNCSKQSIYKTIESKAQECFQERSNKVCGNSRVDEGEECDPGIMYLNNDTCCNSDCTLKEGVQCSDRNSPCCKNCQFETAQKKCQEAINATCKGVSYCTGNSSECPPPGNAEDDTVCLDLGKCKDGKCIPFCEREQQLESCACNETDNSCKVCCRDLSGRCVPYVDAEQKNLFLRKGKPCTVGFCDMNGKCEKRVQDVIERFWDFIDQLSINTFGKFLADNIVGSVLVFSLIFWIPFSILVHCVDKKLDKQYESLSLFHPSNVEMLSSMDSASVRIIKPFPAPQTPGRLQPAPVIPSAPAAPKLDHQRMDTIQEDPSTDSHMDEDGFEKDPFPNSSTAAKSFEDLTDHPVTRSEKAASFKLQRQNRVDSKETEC
# SMARCA2 act: SMARCA2 (BRM) function activators, primary screen, cell-based, luminescence, high throughput | 370,000 tested, 1% active | MG213 cells, MMTV-luciferase reporter, dexamethasone, overnight | activation, % at 9.1 µM; in the data active means activation above about 7.8%;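 further: 0% = vehicle wells and 100% = reference activator wells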
# PLCb3 inh: human PLC-beta3 inhibitors, primary screen, biochemical, fluorescence | 1-phosphatidylinositol 4,5-bisphosphate phosphodiesterase beta-3 (Homo sapiens), Q01970 | Purified PLC-beta3, fluorogenic substrate | inhibition, % at 12.2 µM | 370,000 tested, 0.18% active; in the data active means inhibition above about 11%;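 further: 0% = median of compound wells on plate and 100% = full blocker control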
# PLC-gamma1 inh: PLC-gamma1 enzyme inhibitors, primary screen, biochemical, fluorescence, purified enzyme. 1-phosphatidylinositol 4,5-bisphosphate phosphodiesterase gamma-1 (Homo sapiens), P19174. fluorogenic substrate. inhibition, % at 12.2 µM. 370,000 tested, 0.84% active; in the data active means inhibition above about 9.5%
# DAX1 inh-2: DAX1 (NR0B1) inhibitors, primary screen, cell-based, HEK293, Gal4-DAX1, luciferase luminescence; HEK293 Gal4-DAX1 luciferase reporter; inhibition, % at 6.75 µM; 340,000 tested, 0.99% active; AID 504766, 2011;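 active means inhibition above the mean over all tested compounds plus 3 SD, cut at about 4.2% in these data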;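 further: 0% = DAX1-transfected cells with DMSO and 100% = empty-vector control cells with DMSO; inhibition shows as a rise in luminescence from relieved DAX1 repression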
# Target sequence (P51843 207-470 limits assumed): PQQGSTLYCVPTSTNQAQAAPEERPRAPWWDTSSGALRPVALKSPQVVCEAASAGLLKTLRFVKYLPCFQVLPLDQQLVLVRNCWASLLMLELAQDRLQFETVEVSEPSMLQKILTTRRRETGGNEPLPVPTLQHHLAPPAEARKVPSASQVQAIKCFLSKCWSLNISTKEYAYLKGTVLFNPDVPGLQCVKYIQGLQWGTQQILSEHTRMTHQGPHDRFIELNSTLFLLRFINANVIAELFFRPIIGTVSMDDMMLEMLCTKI
# * hit, by the source's call; i = inactive; nt = no result given.
compound	ssDAF-12 act	hcDAF-12 act	MBD2 DNA inh	hgDAF12 agonist	DAX1 inh-1	Rev-erbA mod	ADAM17 inh	SMARCA2 act	PLCb3 inh	PLC-gamma1 inh	DAX1 inh-2
Nc1c(C(=O)N2CCN(c3ccccc3)CC2)nnn1Cc1ccc(Cl)cc1	-1.5	-3.4	0	0.9	-1.5	0	-6	-4	4	1	nt
CCCC(=O)Nc1ccc(N2CCN(C(=O)CCC)CC2)cc1	-1.0	-0.5	1	-1.0	-0.7	-8	-3	1	3	1	-0.4
CN1CCSc2ccc(C(=O)Nc3cccc(F)c3)cc21	2.0*	11*	-1	24*	3.8*	5	-130	1	i	i	7.4*
Cc1nc(N2CCN(C(=O)c3ccc(Cl)cc3)CC2)c(C#N)c2c1COC(C)(C)C2	-1.6	-3.0	-4	-2.0	-1.2	0	-81	-1	-50	-47	-0.6
Cc1ccc(C(=O)c2nc3c(n2O)CCCC3)cc1	-1.0	-1.9	-4	3.2	0.0	6	0	3	3	1	0.8
CC(C(=O)Nc1ccc(S(=O)(=O)Nc2ncccn2)cc1)N1C(=O)c2ccccc2S1(=O)=O (stereo not drawn)	-0.8	0.2	4	-0.2	1.4	0	-3	-3	4	-1	0.5
CCOC(=O)c1nc(C)c(C(C)=O)s1	-1.1	-1.2	-1	0.0	0.6	2	-3	3	2	0	0.3
COc1cc(C(=O)NC(CCSC)C(=O)OCC(=O)C(C)(C)C)cc(OC)c1OC (stereo not drawn)	-1.5	0.5	-5	-2.3	-0.1	-4	1	4	-5	6	0.6
O=c1[nH]c(CN2CCN(c3ccccc3)CC2)nc2scc(-c3ccccc3)c12	-1.0	-1.3	-5	0.8	-0.2	10	4	-2	-20	-14	-0.5
O=S(=O)(c1ccccc1)c1nc(-c2ccco2)oc1N1CCOCC1	-1.2	-1.5	8	-0.9	0.4	4	-4	-4	-1	1	-0.1
C(=C\c1ccccc1)/CSc1nnc(-c2ccncc2)n1Cc1ccco1	-1.1	-2.0	-5	-1.2	-0.6	-3	-2	0	-4	-2	-0.8
CCOC(=O)C1=C(C)N(C)C(=O)NC1c1ccccc1OC (stereo not drawn)	-1.4	0.1	5	-2.6	-0.6	-2	0	-1	2	1	-0.9
COC(=O)CSc1nc(NC(C)=O)nc(C)c1Br	-0.8	0.4	0	1.6	0.2	-3	-4	1	0	0	0.4
Cc1cc(C2=NNC(=Nc3ccc(S(=O)(=O)N4CCOCC4)cc3)SC2)c(C)n1C	-0.3	-0.5	-3	1.3	0.1	0	-6	-6	-4	-3	-1.0
COc1cccc(CNC(=O)COC(=O)c2nn(C)c(=O)c3ccccc23)c1	-1.0	1.5	-5	-2.7	0.1	1	-3	7	1	-3	0.5
O=C(OCC(=O)N1CCC(Cc2ccccc2)CC1)c1cccnc1Cl	0.3	-0.8	0	-1.5	-0.1	3	-3	2	0	0	0.0
Cc1ccc(S(=O)(=O)CC(=O)N(CCCN2CCOCC2)c2nc3c(F)cccc3s2)cc1	-0.4	0.3	1	3.7	4.1*	-1	-5	2	-8	2	2.1
COc1cccc(C(=O)Nc2cc(C)nn2-c2ccccc2)c1OC	-1.4	-1.8	5	-2.5	-1.3	-1	-3	-2	-4	1	-3.0
Cc1noc(C)c1S(=O)(=O)N1CCN(Cc2ccc3c(c2)OCO3)CC1	-1.7	0.5	-3	1.4	-0.8	-1	-1	3	-1	-1	2.2
S=C(NC1CCCCC1)NN1CCCCCC1	-0.8	-2.0	9	0.2	-0.1	-1	-5	-6	-3	-1	1.3
Cc1cccc2cc(CN(CC3CCCO3)C(c3nnnn3Cc3ccco3)C(C)C)c(=O)[nH]c12 (stereo not drawn)	-1.6	-1.3	-4	-0.5	-0.8	-13	-5	-2	-91	-76	-1.1
O=c1oc(CCCO)cc2ccc(Br)cc12	-1.5	-0.3	-3	0.8	2.2	-2	1	-6	-3	7	-1.0
O=C(Nc1ccc(F)c([N+](=O)[O-])c1)c1cccs1	-1.5	-1.3	-2	-1.7	-1.2	3	-2	-1	6	4	-1.4
COc1ccc(C(=O)NCC2(c3ccc(OC)c(OC)c3)CCCC2)cc1OC	-1.6	-1.1	2	-1.0	-0.8	-5	0	8.9*	-2	-1	1.1
Cc1cc(C)c(S(=O)(=O)NNC(=O)C2CCN(Cc3ccccc3)CC2)c(C)c1	-1.0	0.6	5	0.2	0.2	3	2	2	4	-18	1.0

# Other entries follow:
compound	ssDAF-12 act	hcDAF-12 act	MBD2 DNA inh	hgDAF12 agonist	DAX1 inh-1	Rev-erbA mod	ADAM17 inh	SMARCA2 act	PLCb3 inh	PLC-gamma1 inh	DAX1 inh-2
O=C1N(C2CCCC2)C[C@@H]2C[C@@H](c3cn[nH]c3-c3ccc(Cl)cc3)N3CCC[C@@]123	-1.1	-1.9	-5	-1.3	-0.6	0	0	1	0	0	-1.3
CCc1ccc(OCC(=O)Nc2ccncc2)cc1	-1.2	-2.5	-2	-2.8	-0.4	-3	-6	-2	-2	-1	-1.3
CC1CCC(N2CCN(c3ncccn3)CC2)C1 (stereo not drawn)	-1.4	-0.8	2	-0.9	-0.7	-5	-1	1	-3	-3	-0.6
CCCCn1c(S(=O)(=O)O)nc2ccccc21	-1.0	0.5	1	-0.2	-0.2	-3	-2	-2	-3	-1	-0.3
O=C(C[n+]1ccc2ccccc2c1)c1cccc2ccccc12	-1.1	5.2	-6	-0.7	-0.7	-2	0	2	-6	-4	0.2
C[C@H]1CN(S(=O)C(C)(C)C)[C@@H](CCO)/C1=C\c1ccccc1 (stereo partly drawn)	-1.5	0.5	0	7.4	-0.3	15*	0	-1	1	2	-0.1
COc1ccccc1N1CCN(C2CCN(S(=O)(=O)c3ccc(C)cc3)CC2)CC1	-1.0	-0.4	-3	2.9	-0.2	-9	0	0	-2	0	-0.6
COC(CNc1ncnc2sc(-c3ccccc3)cc12)OC	-1.6	-2.1	0	-0.7	-1.1	-3	-44	1	-40	-14	-0.2
COc1ccccc1C(=O)NCC[N+](C)(C)C	-0.6	0.9	-1	1.9	-0.4	-1	-2	2	9	3	nt
COC(=O)c1sccc1NC(=O)c1cccc(Cl)c1	0.2	3.9	2	0.0	-0.5	-4	0	0	-5	1	1.7
Cc1ccccc1Nc1nnc(SCC(=O)Nc2ccccc2[N+](=O)[O-])s1	-0.6	3.4	-1	-1.2	-0.5	3	4	1	3	4	0.9
COc1ccc(CC2(CO)CCN(C(C)Cc3ccc(Cl)cc3)CC2)cc1 (stereo not drawn)	-1.8	-1.8	-3	-1.7	-0.2	-7	-1	-1	3	1	0.9
O=C(NCC1CCCO1)c1cc(C(=O)C2CCCCC2)c[nH]1 (stereo not drawn)	-1.5	-0.8	-2	-0.4	0.3	4	-1	-1	-3	0	0.3
COc1ccc(NC(=O)CSc2nnc(C3CCCCC3)n2-c2ccccc2)cc1	-1.4	-2.9	2	-0.8	0.2	5	-1	0	1	2	-1.6
C/C(=N\NC(=O)c1nnn(-c2nonc2N)c1COc1ccc(F)cc1)c1ccc(Cl)cc1	-1.1	-0.5	2	-0.7	0.6	0	-5	0	-6	4	2.7
Cc1c(C)c2c(OCC(=O)NCCCO)cc3c(c2oc1=O)CCC(C)(C)O3	-1.0	-1.5	4	-1.7	0.1	1	i	7	i	i	1.8
O=C(Nc1ccc(C(=O)N2CCOCC2)cc1)c1ccccc1Cl	-0.4	-1.3	-2	0.7	-0.1	2	2	0	3	4	-0.4
COC(=O)c1ccccc1NC(=S)NC(C)=O	-1.0	0.2	-1	-1.9	0.3	-4	-1	-3	2	0	-1.2
Fc1cccc(NCc2cn3ccccc3n2)c1	0.8	3.9	-1	11*	3.6	4	-7	4	-12	-7	0.8
COc1cc(/C=C(\C#N)C(=O)Nc2ccccn2)ccc1O	-0.9	1.4	-5	4.0	0.3	6	-2	2	-6	-2	2.8
Cc1nc(N/N=C/c2ccccn2)sc1C	-1.8	-2.7	-1	-11	-3.0	4	0	-5	-20	-14	nt
O=C(O)c1ccc(-c2nc(-c3ccccc3)c(-c3ccccc3)[nH]2)cc1	-1.3	2.0	-2	-2.6	0.4	-2	i	-2	i	i	1.0
Cc1ccccc1NC(=O)C1CCCN(c2ncnc3onc(-c4ccc(F)cc4)c23)C1 (stereo not drawn)	-1.0	-0.1	3	1.0	1.0	5	-2	-1	-8	0	0.1
C[C@H](CO)N1C[C@H](C)[C@@H](CN(C)C(=O)Nc2ccc3c(c2)OCO3)Oc2ccc(NC(=O)Cn3cnnn3)cc2C1=O	-1.4	0.1	0	-0.1	-0.1	-2	-4	2	-2	0	-1.0
Cc1cccc(/C=C2\Sc3ccc(C(=O)NCC4CCCO4)cc3N(C)C2=O)c1 (stereo not drawn)	-0.8	-2.5	1	-2.5	-0.8	-4	-1	-2	-72	-44	-1.6

# Next section.
compound	ssDAF-12 act	hcDAF-12 act	MBD2 DNA inh	hgDAF12 agonist	DAX1 inh-1	Rev-erbA mod	ADAM17 inh	SMARCA2 act	PLCb3 inh	PLC-gamma1 inh	DAX1 inh-2
Cc1onc(-c2ccccc2Cl)c1C(=O)Nc1nnc(Cc2ccc(Cl)cc2)s1	-0.9	-1.8	-8	0.9	-0.2	-2	8	0	-5	0	0.3
O=C(CCN1C(=O)S/C(=C\c2ccccc2)C1=O)Nc1ccc(O)cc1C(=O)O	0.1	-1.1	-2	-0.8	1.3	-8	-2	2	-40	-20	0.5
O=C(NCC1OCCCN1S(=O)(=O)c1cc(F)ccc1F)C(=O)NC1CCCCC1 (stereo not drawn)	-1.1	-1.8	1	3.1	-0.1	-8	-4	-2	3	2	-0.3
CSCCC(NC(=O)c1ccccc1)C(=O)NCCc1ccc2c(c1)OCCO2 (stereo not drawn)	-1.4	-0.6	-1	1.6	0.5	2	1	3	-2	6	-0.5
O=C(CSc1nc2ccsc2c(=O)n1NC(=O)c1ccccc1)Nc1nccs1	-0.1	1.1	9	11*	1.2	-3	-4	4	-3	5	1.2
COC(=O)c1ccc(N2NC(=O)/C(=C/c3ccc(-c4ccc(Cl)c(C(=O)O)c4)o3)C2=O)cc1	-0.4	-2.6	9	-0.8	0.6	-8	-6	-2	-16	-7	-0.3
